miR122 inh: blocks miR-122 activity in Huh7 sensor cells | Huh7 miR-122 Renilla luciferase sensor, 48 h; neutral wells = 0, positive control = 100 | activation (reporter increase), % at 12.5 µM | hit rate 0.3% among 340,000;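 active = mean replicate activation score at least 90 and every replicate individually at or above 90; inconclusive = only one of the two criteria met; inactive = neither criterion met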;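 note: higher luciferase means less miR-122 activity so hits act as miR-122 inhibitors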
DENV2 CPE rescue: inhibitors of DENV2 cytopathic effect | DENV2-infected cells, cytopathic effect rescue, plate reader | CPE inhibition, % at 9.99 µM | hit rate 1.7% among 350,000; in the data active = CPE inhibition above about 20%, passing the limit was not always enough; inconclusive = no clear call, values can overlap the other calls; tested in BHK-21 cells;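 note: 0% = median of neutral control wells and 100% = median of positive control wells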
PAX8 inh HTS: PAX8 transcriptional activity inhibition | inhibition, % at 12.6 µM | RMG-I TPO-luciferase reporter, SteadyGlo, 24 h | hit rate 1.2% among 360,000;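 active = mean replicate inhibition at least 60% with every replicate also reaching 60%; inconclusive = only one of the two criteria is met; inactive = mean below 60% and not all replicates reaching 60%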;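 note: luciferase light reporting Pax8 driven TPO promoter activity; plate controls were median of neutral control wells for no effect and mitoxantrone controls for full effect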
F508del corr: correctors of CFTR F508del function in bronchial epithelial cells | CFBE cells, YFP halide quenching; stimulated with forskolin plus potentiator P3; % fluorescence drop versus neutral controls | activity (quench increase), % at 7.58 µM | hit rate 0.36% among 350,000 | AID 720511;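 active = mean added fluorescence quench of at least 8% versus neutral control, with both replicates also reaching 8%; inconclusive = only one of the mean or replicate conditions met; inactive = mean below 8% and not both replicates reaching 8%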;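 note: cells transiently co-express mutant CFTR-F508del with the halide-sensitive YFP; corrector assay measuring rescue of mutant channel to the surface after 24 h compound exposure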
INS-1E GSIS act: primary screen for activators of insulin secretion dependent on glucose, INS-1E cells, GLuc reporter luminescence; INS-1E GLuc reporter insulin secretion, 2-3 h; activation, % at 16.6 µM; hit rate 0.61% among 370,000;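 active = lowest replicate activation of at least 40%, so every replicate reaches that level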;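 note: 0% = median of neutral control wells and 100% = median of IBMX positive control wells; some compounds called inactive have numbers as strong as hits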
EWS-Fli inh: blocks EWS/Fli oncoprotein-driven transcription; AID 651661; A673 NR0B1-luciferase reporter, viability-normalised; inhibition, % at 12.6 µM; hit rate 0.67% among 350,000;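 active = mean inhibition of at least 50% after viability correction, with every replicate also passing that limit; inconclusive = mean reaches 50% but only one of two replicates passes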;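 note: firefly luciferase signal divided by Alamar Blue viability fluorescence both relative to DMSO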
FN deposit inh: fibronectin deposition inhibition; hit rate 0.086% among 350,000; inhibition, % at 12.6 µM; AH1F fibroblasts, Alexa488-fibronectin deposition fluorescence, overnight;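 active = mean inhibition across replicates of 30% or more, regardless of how many single replicates reach that level; inconclusive = mean under 30% yet at least half of replicates reach 30%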;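 note: positive control wells lacked labelled fibronectin entirely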
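Material – AH1F fibroblast monolayer, labelled fibronectin deposition · Reagent – labelled fibronectin 24 nM · Timing – 1 h adhesion, overnight exposure · Measured by – fluorescence at 485 nm excitation, 525 nm emission · Read-out – inhibition of fibronectin deposition signal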
An asterisk follows results filed as active; u = inconclusive; x = no result given; & = joins results of further samples; [ ] = another dose, or the depositor's remark.

Second line of a record – miR122 inh	DENV2 CPE rescue	PAX8 inh HTS	F508del corr	INS-1E GSIS act	EWS-Fli inh	FN deposit inh
O=C(CCc1nc2ccccc2c(=O)[nH]1)Nc1cc(Cl)ccc1N1CCCC1
→ -9	5	5	-0.3	-2	1	8
O=C(O)C1=C2C(=O)Nc3cccc(c32)C2(C1)C(=O)Nc1ccccc12 (configuration not stated)
→ -7	14	5	0.7	x	6	7
CC(=O)Nc1c(Br)cc(N2C(=O)CCC2=O)cc1Br
→ -5	x	-6	x	x	x	-2
COc1ccc(CCNC(=O)CCS(=O)(=O)c2ccc3nc(C)sc3c2)cc1OC
→ -1	0	8	4.3	4	2	11
C=CCN(CC=C)c1ccc(N2C(=O)C3CCCCC3C2=O)cc1[N+](=O)[O-] (configuration not stated)
→ 7	1	3	-1.1	-24	-3	10
O=C(c1ccc2c(c1)OCO2)N1CCN=C1SCc1ccccc1
→ -1	0	-8	4.2	-9	-3	1
Cc1ccc(S(=O)(=O)NCC(=O)NCCc2c[nH]c3ccccc23)cc1C
→ 1	2	24	-1.0	4	16	x
C/C(=N/NC(=O)c1nnn(-c2nonc2N)c1CSc1ccc(Cl)cc1)c1ccncc1
→ -1	-4	13	3.8	-3	2	4
C[C@@H]1CN([C@@H](C)CO)C(=O)CCCn2cc(nn2)CO[C@@H]1CN(C)Cc1ccc(O)cc1
→ 15[16.7 µM]	-5	x	1.1	19	0	-7
O=C(C[C@H]1CC[C@H]2[C@@H](COC[C@@H](O)CN2C(=O)Nc2ccccc2)O1)NCc1ccccc1F
→ 7[16.7 µM]	-5	-1	-4.3	-7	-15	-11
Fc1cc(F)c2nc(N3CCOCC3)sc2c1
→ x	x	-97	x	28	x	3
CC(=O)Nc1ccc(SCC(=O)Nc2ccccc2-c2ccccc2)cc1
→ -6	-2	25	0.0	-14	3	1
C=C(C)C(=O)NC1=NN(c2ccccc2)C(=O)C1
→ -11	x	15	x	1	x	-7
C[C@H](CO)N1C[C@H](C)[C@H](CN(C)C(=O)Nc2ccc3c(c2)OCO3)Oc2ccc(NC(=O)C3CCCCC3)cc2CC1=O
→ 6[16.7 µM]	-6	x	1.8	3	5	x
CCOc1ccc(C(C)=O)cc1CSC(=N)N
→ 2	1	-2	0.5	-16	9	3
O=C(c1ccccc1)c1cnc(-c2ccccc2)s1
→ x	3	-81	1.1	-2	-9	3
COc1ccc(OC)c(C(=O)Nc2ccc3[nH]ccc3c2)c1
→ x	0	-133	0.9	2	-86	-3
CCN1CCN(CC(=O)Nc2ccc(Cl)c(S(=O)(=O)N(C)C)c2)CC1
→ x	x	8	2.3	0	9	-4
COc1ccc2c3c(n(C)c2c1)[C@H](CO)N(C(=O)Nc1ccc(F)cc1)CC31CN(C(=O)Cc2ccncc2)C1
→ x	3	17	0.5	-5	-1	0
CCOc1ccccc1Nc1nnc(SCC(=O)Nc2cccc(S(=O)(=O)NC3=NCCCCC3)c2)s1
→ 6	x	2	x	-41	x	1
N#C[C@H]1N[C@@H](CO)[C@H]1c1ccc(C#CC2CCCCC2)cc1
→ x	-3	-21	0.6	-2	-12	-2
COc1cc(N/C(=C\C(=O)c2ccccc2)c2ccccc2)ccc1Cl
→ x	-9	-120	-2.3	-7	-6	-14
Cn1c(CSc2nnc(SCc3ccccc3)s2)nc2ccccc21
→ -3	x	-4	x	-8	x	-3
COc1cccc(NC(=O)N(C)C[C@H]2OCc3cn(nn3)CCCC(=O)N([C@H](C)CO)C[C@@H]2C)c1
→ 1&-7[16.7 µM]	-1&2	13&-2&-15	-0.4&0.6&0.6	7&-2	-1&-1&-8	6&-5
O=C(COC(=O)CSc1ccccc1)NCCNC(=O)COC(=O)CSc1ccccc1
→ -6	12	-13	0.9	-8	4	11
Cn1c(C(=O)N2CCN(c3ccc([N+](=O)[O-])cc3)CC2)cc2c(=O)[nH]c3ccccc3c21
→ -10	6	52	-3.6	19	31	-7
C[C@H](CO)N1C[C@H](C)[C@@H](CN(C)CC2CC2)Oc2ccc(NS(=O)(=O)c3cccs3)cc2C1=O
→ -4[16.7 µM]	10	6	-3.3	10	-3	4
CCOC(=O)c1sc2nc(C)nc(N3CCN(c4ncccn4)CC3)c2c1C
→ x	-5	-3	1.3	0	2	-1
O=C(NCCc1cccs1)c1ccc(CS(=O)Cc2ccc(Cl)cc2)o1 (configuration not stated)
→ x	-3	22	-1.4	-8	x	9
Cc1noc(C)c1S(=O)(=O)N(C)C[C@@H]1OCCCC[C@H](C)Oc2ccc(NC(=O)Cc3ccccc3)cc2C(=O)N([C@H](C)CO)C[C@H]1C
→ 2[16.7 µM]	4	6	-1.5	-5	6	x
CCS(=O)(=O)N1CCCCN2[C@H](C1)[C@H](c1ccc(-c3ccccc3)cc1)[C@@H]2CO
→ -2[16.7 µM]	-21	-14	2.8	-2	-6	x
NC(=O)c1ccccc1N=Cc1ccc2ccccc2c1
→ x	8	-70	x	x	-48	4
Cc1cc(C2=NNC(=NC3CCCCC3)SC2)c(C)n1-c1c(C)n(C)n(-c2ccccc2)c1=O
→ 2	x	8	-2.1	4	8	2
Cc1cccc(NC(=O)CS(=O)(=O)c2cn(C)c3ccccc23)c1
→ 14	-5	20	-4.0	x	-16	-8
COc1cccc(N(C(=O)c2nc3nccc(C)n3n2)c2nc3ccccc3s2)c1
→ x	-7	-161	5.0	-4	-79	-6
Cc1ccc(C(C)C)cc1OCCOCCN1CCCC1
→ -2	x	7	x	x	x	2
C[C@@H]1CN([C@@H](C)CO)C(=O)c2cccc(NC(=O)NC3CCCCC3)c2O[C@@H]1CN(C)C
→ -5[16.7 µM]	-5	-12	-3.2	18	-1	x
COc1ccc(S(=O)(=O)NCCSc2ccc(Cl)cc2)cc1OC
→ 71	-8	x	0.4	-42	6	x
Cn1cnc(S(=O)(=O)N2C[C@@H](O)COC[C@@H]3O[C@H](CC(=O)NC4CCC4)CC[C@H]32)c1
→ -3[16.7 µM]	8&13	-4	0.6&-1.4	-1&6	1	3&-4
COc1ccc(CC(=O)N/N=C/c2c(C)n(C)c3ccccc23)cc1OC
→ 9	2	22	3.7	13	29	9
CCCCNC(=O)Nc1nc2ccccc2s1
→ x	3	-165	-2.5	4	-65	1
CO[C@@H]1CN(C)C(=O)c2ccc(NC(=O)c3nc4ccccc4s3)cc2OC[C@@H](C)N(Cc2cncnc2)C[C@H]1C
→ x	-10	-14	-1.3	-45	-66	-10
Cc1noc(C)c1NC(=O)N(C)C[C@@H]1Oc2ccc(NC(=O)CCN3CCOCC3)cc2CC(=O)N([C@H](C)CO)C[C@H]1C
→ 1[16.7 µM]	3	x	-5.6	19	-1	0
Cc1c(-c2nc(-c3cccnc3)no2)cccc1[N+](=O)[O-]
→ x	-3	-28	-0.8	0	-36	x
CCC(=O)N=c1sc2c(C)cc(C)cc2n1CC(=O)OC
→ 3	5	2	-2.1	x	5	-11
Cc1cc(C)c2c(=O)[nH]c(SCc3ccccc3C)nc2n1
→ 13	4	-9	1.2	4	13	12
C[C@@H]1CN([C@H](C)CO)C(=O)c2cc(-c3ccccc3)cnc2O[C@@H]1CN(C)C(=O)Cc1cccnc1
→ 9[16.7 µM]	13	x	-1.7	11	-11	4
Cc1ccccc1CNS(=O)(=O)c1csc(C(N)=O)c1
→ 14	-7	-13	-0.3	1	x	3
COc1cc(C2Nc3ccc4ccccc4c3C3=C2C(=O)CC(C)(C)C3)ccc1OC(C)C(=O)O (configuration not stated)
→ 7	u	-45	-2.5	-8	-24	-3
Cc1noc(C(=O)NC2CCCCC2)c1Cl
→ 16	3	-26	0.2	2	-13	-10
O=C(CN(C(=O)c1csnn1)c1ccc(Br)cc1)NC1CCCC1
→ -3	-5	-10	-1.6	-14	0	-1
COC(=O)N/N=C\c1cc(Br)ccc1OCc1ccccc1
→ -2	x	x	x	6	x	-4
COc1ccc(/C=N/NC(=O)c2cccnc2)cc1O
→ 6	1	-12	-2.0	15	-11	-3
Cc1ccc(NCc2n[nH]c(=S)n2Cc2ccccc2)cc1Cl
→ x	x	8	3.5	0	4	-9
COc1ccc(CNC(=O)COc2cccnc2[N+](=O)[O-])cc1OC
→ 0	9	1	1.4	4	16	1
O=C(O)c1cccnc1Cl
→ -4	0	12	-4.6	18	3	0
CCOC(=O)Cn1nc(C)cc1NC(=O)c1cccnc1
→ -3	1	-18	0.0	5	-23	-1
Cc1noc(C)c1NC(=O)Nc1ccc2c(c1)CC(=O)N([C@H](C)CO)C[C@H](C)[C@H](CN(C)Cc1ccc(C(=O)O)cc1)O2
→ -6[16.7 µM]	u	x	-2.6	5	-4	4
CC(C)c1ccc(NC(=O)COC(=O)[C@@H]2CCCN2C(=O)c2cccs2)cc1
→ -11	-5	-6	-2.2	-37	-7	-15
Cn1c(SCc2nnc3n2CCCCC3)nc2ccccc21
→ -1	x	x	x	66*	x	9

Additional records follow.
Second line of a record – miR122 inh	DENV2 CPE rescue	PAX8 inh HTS	F508del corr	INS-1E GSIS act	EWS-Fli inh	FN deposit inh
O=C(C[C@H]1C=C[C@H](NC(=O)Cc2ccccn2)[C@H](CO)O1)NCCc1ccccc1
→ x	20	x	-1.9	18	x	x
CO[C@@H]1CN(C)C(=O)c2ccc(NC(=O)c3ccccc3)cc2OC[C@@H](C)NC[C@@H]1C
→ x	-5	2	0.4	14	-2	12
Cc1cccc(NC(=O)[C@@H]2CCCN2C2=NS(=O)(=O)c3ccccc32)c1C
→ 6	-3	-6	-1.7	4	2	6
CN(C)c1ccc2c(c1)[C@@H]1C[C@@H](CC(=O)O)O[C@@H](CO)[C@@H]1O2
→ -2[16.7 µM]	0	-5	-2.8	-12	6	x
CC(=O)N(CC(C)C)C[C@H]1[C@@H](c2ccc(C3=CCCC3)cc2)[C@@H](CO)N1C(C)=O
→ -17[16.7 µM]	-4	11	-1.1	2	-1	3
C[C@@H]1CN([C@H](C)CO)C(=O)c2ccccc2-c2ccccc2CO[C@H]1CN(C)C(=O)Nc1ccc(F)cc1
→ x	4	-34	1.9	-18	5	-14
COCCCNC(=S)Nc1ccccc1C
→ -6	-3	-14	-0.1	-3	1	-9
COCC(=O)N1C[C@@H](C)[C@H](OC)CN(C)C(=O)c2cc(NC(=O)c3ccccc3)ccc2OC[C@H]1C
→ x	-9	5	-3.3	22	14	-6
Cc1cccc(C(=O)NCC(=O)OCC(=O)N(C)CC(=O)Nc2ccccc2Cl)c1
→ 1	-1	3	17*	0	-4	-2
CCN(CC)CCCNC(=O)/C(=C\c1cccn1C)NC(=O)c1cccs1
→ x	x	13	x	-2	x	-2
O=C(Oc1ccc2ccc(=O)oc2c1)c1cccs1
→ x	0	2	x	7	-9	-3
COc1cc(C#Cc2c(-c3cncn3C)n(C)c3ccc(-c4ccc(CN5CCOCC5)cc4)cc23)cc(OC)c1
→ -2	-12	6	5.5	-1	0	3
CC(C)(C)c1ccc(OCCC(=O)OCC(=O)NC(=O)NC2CCCC2)cc1
→ x	-7	x	0.3	23	12	-1
C[C@@H]1CN([C@H](C)CO)C(=O)c2cc(NS(=O)(=O)c3ccccc3)ccc2O[C@H]1CN(C)Cc1ccc2c(c1)OCO2
→ -3[16.7 µM]	2	8	0.2	10	7	-6
O=C(CSc1n[nH]c(-c2ccccc2O)n1)N1CCCc2ccccc21
→ 18	x	18	x	11	x	9
O=C(NCC1CCCCC1)[C@H]1[C@H](CO)[C@H]2Cn3c(ccc(-c4ccc(F)cc4)c3=O)[C@@H]1N2
→ -6[16.7 µM]	-4	x	-0.2	1	2	5
COc1ccc(NC(=O)CSc2nnc3ccc(-c4ccccn4)nn23)cc1OC
→ -3	2	-9	1.7	-2	2	x
C[C@@H]1CCCCO[C@@H](CN(C)C(=O)Cc2ccccc2)[C@H](C)CN([C@@H](C)CO)C(=O)c2cc(NS(=O)(=O)c3cn(C)cn3)ccc2O1
→ -5[16.7 µM]	-11	-11	-3.2	-16	-7	x
